MEKK3 PB1 HTS – modulators of MEKK3-MEK5 PB1 binding, primary screen, biochemical, wildtype MEKK3, multiplex bead flow cytometry, Alexa488-MEK5; Mitogen-activated protein kinase kinase kinase 3 (Homo sapiens), Q99759; bead-based flow cytometry, Alexa488-MEK5 binding to MEKK3; actives lie on both sides; 0 = blocked by unlabeled MEK5, 100 = vehicle; binding response (% of control), % at 10 µM; actives 1.4% (n = 290,000); AID 1529, 2009;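 active = binding response more than 3 SD above or below the average of its plate-row segment, actives on both sides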;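 also: Alexa488 bead fluorescence after subtracting the streptavidin-only scavenger bead signal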
Target sequence (Q99759 whole entry, looked up): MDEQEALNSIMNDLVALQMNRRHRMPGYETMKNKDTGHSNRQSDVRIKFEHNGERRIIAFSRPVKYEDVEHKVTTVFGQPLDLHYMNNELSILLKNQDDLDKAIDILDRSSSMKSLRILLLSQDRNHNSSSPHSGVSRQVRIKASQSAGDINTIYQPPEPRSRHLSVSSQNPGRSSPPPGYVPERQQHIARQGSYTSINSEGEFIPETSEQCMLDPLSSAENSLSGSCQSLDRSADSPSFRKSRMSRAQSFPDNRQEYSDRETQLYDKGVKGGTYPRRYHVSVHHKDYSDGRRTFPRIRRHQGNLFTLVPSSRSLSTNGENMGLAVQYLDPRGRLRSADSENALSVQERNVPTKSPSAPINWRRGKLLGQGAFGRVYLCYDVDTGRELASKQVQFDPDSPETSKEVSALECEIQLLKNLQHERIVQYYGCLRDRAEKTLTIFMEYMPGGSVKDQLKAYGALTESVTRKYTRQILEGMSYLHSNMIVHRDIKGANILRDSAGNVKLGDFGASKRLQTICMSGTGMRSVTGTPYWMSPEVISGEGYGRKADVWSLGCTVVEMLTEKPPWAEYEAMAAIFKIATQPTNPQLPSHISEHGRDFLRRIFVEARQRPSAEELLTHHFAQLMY
GalR3 antagonist – GalR3 antagonists in HEK293 cells, primary screen, cell-based, fluorescence readout; actives 0.44% (n = 360,000); HEK293 GalR3-CNG cAMP membrane potential fluorescence; galR3 body fused to GalR1 C-terminus; AID 651719, 2012; inhibition, % at 3 µM;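 active = inhibition above the screen-wide average plus 3 SD, cut at about 13% in these data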;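 also: forskolin and galanin both at EC90 stimulate the cells; cAMP rise reported by CNG channel membrane potential dye signal; 0% = forskolin plus galanin with DMSO and 100% = forskolin alone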
Target sequence (O60755 1-299 limits assumed): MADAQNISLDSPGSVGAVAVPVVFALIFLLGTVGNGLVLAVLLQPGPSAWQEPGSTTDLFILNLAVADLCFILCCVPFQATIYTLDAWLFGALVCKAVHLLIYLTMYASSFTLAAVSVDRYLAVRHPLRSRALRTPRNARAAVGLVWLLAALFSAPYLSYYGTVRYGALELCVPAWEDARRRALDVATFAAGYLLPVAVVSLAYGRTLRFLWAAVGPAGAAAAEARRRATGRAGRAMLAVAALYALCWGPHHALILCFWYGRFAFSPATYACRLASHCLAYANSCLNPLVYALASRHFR
CRFR2-BP antag – antagonists of CRF-BP/CRF-R2 complex, primary screen, cell-based, HEK293, calcium dye fluorescence, uHTS; actives 0.59% (n = 350,000); inhibition, % at 11.8 µM; CRF-induced calcium fluorescence;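 active = inhibition of the ligand-induced calcium signal above about 50% at the single tested concentration, limit read from the data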
DNA FID counter – compounds displacing fluorescent DNA intercalator, primary screen, artefact control for HCV NS3 helicase inhibitor project, biochemical, FID fluorescence | DNA fluorescent intercalator displacement | inhibition, % at 7.9 µM | actives 0.17% (n = 290,000) | AID 1845, 2009; in the data active = inhibition above about 37%;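 also: 0% = vehicle and 100% = reference compound; higher means more ethidium bromide displaced from hairpin DNA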
MEKK2 WT-MEK5 – modulators of MEK5 binding to wildtype MEKK2, primary screen, biochemical, multiplex bead flow cytometry, Alexa488-MEK5. Mitogen-activated protein kinase kinase kinase 2 (Homo sapiens), Q9Y2U5. Alexa488-MEK5 binding to MEKK2 WT; actives lie on both sides. binding response (% of control), % at 10 µM. actives 1.1% (n = 290,000). AID 1531, 2009; in the data active = binding response below about 67% or above about 130%
CRFR2-BP ag – agonists of CRF-BP/CRF-R2 complex, primary screen, cell-based, HEK293, calcium dye fluorescence, uHTS; CRF-binding protein / CRF receptor 2 complex (human); calcium dye fluorescence (FLIPR); percent of saturating CRF peptide response; activation, % at 13.2 µM; actives 0.46% (n = 350,000); AID 588473, 2011;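 active = activation of at least 50%, plus an integration ratio under a set limit after plate pattern correction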;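 also: plate controls were neutral control wells without compound for no effect and CRF at EC100 for full effect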
HCV NS3 hel inh – inhibitors of HCV NS3 helicase, primary screen, biochemical, Cy5 molecular beacon fluorescence; Hepatitis C virus NS3 helicase; actives 0.56% (n = 290,000); NS3 helicase DNA unwinding; inhibition, % at 10.9 µM; AID 1800, 2009;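 active = inhibition above the mean of all tested compounds plus 3 SD, set per campaign, cut at about 35% in these data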;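 also: 0% = DMSO wells and 100% = thioflavine S control wells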
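Test system: hepatitis C virus NS3 helicase domain fragment enzyme. Also added: annealed dual-labelled DNA beacon duplex, ATP-started. Timing: 60 min unwinding reaction at 25 °C after ATP addition. Technique: Cy5 fluorescence. Measure: % inhibition of unwinding.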
UBC9 SUMO inh – inhibitors of in vitro SUMOylation cascade, primary screen, biochemical, HTRF, uHTS; inhibition, % at 35 µM; AID 2006, 2009; HTRF SUMOylation assay, SAE1/SAE2 + UBC9; SUMO-conjugating enzyme UBC9 (Homo sapiens), P63279; actives 0.36% (n = 290,000); in the data active = inhibition above about 50%, passing the limit was not always enough; also: strong numbers were not always called active
Target sequence (P63279 whole entry, looked up): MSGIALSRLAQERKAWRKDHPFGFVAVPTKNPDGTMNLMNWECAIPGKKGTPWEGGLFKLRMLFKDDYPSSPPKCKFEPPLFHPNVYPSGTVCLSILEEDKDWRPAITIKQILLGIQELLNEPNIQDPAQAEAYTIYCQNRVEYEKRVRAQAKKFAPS
MEKK2mut PB1 HTS – MEK5 binding signal on mutant MEKK2 PB1, primary screen, biochemical, multiplex bead flow cytometry, Alexa488-MEK5 | percent response, % at 10 µM | actives 0.35% (n = 290,000) | AID 1530, 2009 | Alexa488-MEK5 binding to MEKK2 mutant; in the data active = percent response above about 24%, passing the limit was not always enough; also: inactives centre near 1; some results filed as inactive read as strong as hits; reference of the scale not given here
Numbers without * were called inactive; x = no result given.

SMILES	MEKK3 PB1 HTS	GalR3 antagonist	CRFR2-BP antag	DNA FID counter	MEKK2 WT-MEK5	CRFR2-BP ag	HCV NS3 hel inh	UBC9 SUMO inh	MEKK2mut PB1 HTS
CN1CCN(NC(=O)C23CC4CC(CC(C4)C2)C3)CC1	108	5	19	1	108	-0.9	7	2	3
CCO[C@@H]1OC(C(=O)O)=C[C@H](C)[C@H]1CCCO	106	-5	3	-9	104	-2.0	6	-6	9
CC(C)C(=O)Nc1nnc(SCC(=O)NC2CCCC2)s1	99	-7	6	-8	98	-0.9	10	-1	1
COc1ccc(CN2CCCC(N3CCc4ccccc4C3)C2)c(O)c1 (centres undefined)	102	-1	1	1	113	-4.0	-4	12	6
CCCn1c(CC)nc([N+](=O)[O-])c1Sc1ccc(C)cc1	103	-2	-15	-7	104	3.6	-1	13	4
Cc1nnsc1C(=O)NNS(=O)(=O)c1cc(C(F)(F)F)cc(C(F)(F)F)c1	102	-5	-11	-9	96	0.1	1	0	2
COC(=O)C1=C(C)N(Cc2ccccc2)C(=O)N[C@H]1c1ccc(Br)cc1	107	-6	-4	x	92	3.4	x	-4	3
O=C(COC(=O)c1ccc[nH]c1=O)Nc1cc(S(=O)(=O)N2CCCCC2)ccc1Cl	105	-5	13	-8	108	7.6	5	-3	5
Cn1c(=O)c2c(nc(N3CCCCC3)n2CCSc2nc3ccccc3s2)n(C)c1=O	105	0	-12	-15	109	-1.2	0	11	3
CCOC(=O)C1CCN(C(=O)c2cc3c(C)cc(C)cc3[nH]2)CC1	97	-10	9	-34	99	-2.4	-5	-18	0
Cc1onc(-c2ccccc2Cl)c1C(=O)Nc1ccc(CN2CCCC2)cc1	105	-5	8	12	106	0.7	-18	17	7
Nc1c(NCCN2CCCCC2)c2ccccc2oc1=O	89	5	5	8	105	0.8	-2	24	-4
O=C(OCC(=O)N1CCCc2ccccc21)c1ccc(Br)o1	95	-4	4	-14	98	-2.8	5	12	0
Cc1ccc(C)c(NC(=S)N2CCC(NC(=O)c3cccc(F)c3)CC2)c1	102	-7	-1	-7	103	44	-9	-16	3
COc1ccc2[nH]c(=O)c(CN(Cc3cccs3)Cc3nnnn3Cc3ccccc3)cc2c1	99	-5	-25	-9	93	1.8	12	-3	-6
CCSc1nnc(NC(=O)c2cc(-c3ccccc3O)n[nH]2)s1	95	2	17	-8	95	-2.2	-4	19	-2
CCOC(=O)c1c(NC(=O)C2COc3ccccc3O2)sc(C)c1C (centres undefined)	87	-6	12	-2	109	2.7	11	-4	-4
CN(CC(=O)NCc1cccnc1)S(=O)(=O)c1ccccc1	106	-4	1	-1	106	2.9	10	20	6
Cc1cccc(N2CCN(Cc3cc(=O)n4ccsc4n3)CC2)c1C	95	-2	10	-13	97	1.0	2	-2	-1
CCOC(=O)c1sc(NC(=O)CC)nc1C	104	-5	4	-1	100	-0.5	0	4	2
O=C(COc1ccccc1)Nc1ccc(NC(=O)c2ccco2)cc1	99	-3	19	-13	100	-4.5	9	2	5
COc1cnn(-c2ccc(F)cc2)c(=O)c1Br	109	-5	8	-1	99	-0.4	-1	16	-3
CCOc1ccc(CN2CCN(Cc3cccc4nonc34)CC2CCO)cc1 (centres undefined)	104	-2	2	7	117	-0.2	-6	-1	19
COc1ccc(S(=O)(=O)Cc2ccc(C(=O)N3CCN(c4ccccc4F)CC3)o2)cc1	118	-2	2	-11	113	-0.4	-6	18	6
Cc1cc(NS(=O)(=O)c2ccc(NC(=O)C(C)Oc3ccc(Cl)cc3)cc2)no1 (centres undefined)	101	1	15	-45	103	-3.5	6	-5	2
CCOC(=O)c1c(-c2ccc(C)cc2)csc1/N=C/N(C)C	95	-4	10	-15	91	-0.5	-6	6	-3
Cc1cc2c(NC3CCCCC3)ncnc2s1	104	-3	-3	-1	104	0.6	0	6	7
Cc1cc(=O)n(C)c(=O)n1CCCCCCN1CCCC1	88	-8	-4	10	92	0.7	20	1	7
COc1cccc(/C=C/C(=O)OCC(=O)NCc2ccc(Cl)cc2)c1	98	-2	-26	-16	92	2.8	1	29	-2
O=C(CN1CCN(S(=O)(=O)c2ccc(F)cc2)CC1)Nc1cccc(C(F)(F)F)c1	x	3	21	-7	x	-1.7	-12	-35	x
CC(C)(C)n1ncc2c(=O)n(CC(=O)N3CCc4ccccc43)cnc21	88	-1	14	1	87	3.0	12	16	-5
CC(C)NC(=O)c1onc(CSc2cccc(F)c2)c1C(=O)O	107	1	8	-12	110	-0.3	9	-11	5
O=C(CSc1nc2ccccc2[nH]1)NC1CCCc2ccccc21 (centres undefined)	114	-6	-16	-11	114	-0.4	5	1	37
COc1ccc(CNC(=O)[C@@H](C)NC(=O)[C@@H]2Cc3ccccc3CN2)cc1	99	20*	-3	-3	99	-3.2	-17	1	-2
N#CC1=C(N)C(C#N)(C#N)[C@H](c2c(F)cccc2F)[C@H]2CC3(CC=C12)OCCO3	102	-8	-43	-5	98	22	1	13	3
COc1ccc2oc3ccc(OC)cc3c(=O)c2c1	101	-1	-4	0	100	-1.7	-1	25	0
Cc1ccccc1CNC(=O)C(=O)NCC1OCCCN1S(=O)(=O)c1ccc(F)cc1C (centres undefined)	102	0	-4	-37	103	-1.4	-10	4	7
CC1CCCCN1CCNC(=O)c1ccc2c(c1)N(Cc1ccccc1F)C(=O)c1ccccc1S2=O (centres undefined)	99	2	-29	28	114	6.2	-22	10	7
COc1ccc(C(=O)O/N=C(\N)c2ccccn2)cc1	102	2	-1	-9	107	0.3	3	16	8
O=C(CN1CCN(c2ccc(F)cc2)CC1)N1CCOCC1	106	-4	-2	1	107	-0.6	0	7	9
Cc1cc(C(=O)NCCCC(=O)O)c(C)o1	95	-3	24	-1	98	0.3	-9	26	2
Cc1ccc2c(c1)sc1nc(=O)ccn12	105	-5	-19	0	106	-0.1	2	4	3
O=C(CSc1nnnn1-c1ccccc1F)NNC(=O)c1ccco1	107	-3	-2	-2	97	0.5	-3	-4	-8
O=C(CN=C1NC(=O)C(c2ccccc2)(c2ccccc2)N1)NCc1ccc(F)cc1	98	1	-3	-10	102	-2.1	-1	-7	3
O=C(NC1CCC(=O)N(CCSc2ccccc2)CC1)OCc1ccccc1 (centres undefined)	99	-1	-5	-38	96	-4.0	-19	10	-3

Some of the entries above, set out differently.
CC(C)NC(=O)c1onc(CSc2cccc(F)c2)c1C(=O)O
  MEKK3 PB1 HTS = 107	GalR3 antagonist = 1	CRFR2-BP antag = 8	DNA FID counter = -12	MEKK2 WT-MEK5 = 110	CRFR2-BP ag = -0.3	HCV NS3 hel inh = 9	UBC9 SUMO inh = -11	MEKK2mut PB1 HTS = 5

O=C(CSc1nc2ccccc2[nH]1)NC1CCCc2ccccc21 (centres undefined)
  MEKK3 PB1 HTS = 114	GalR3 antagonist = -6	CRFR2-BP antag = -16	DNA FID counter = -11	MEKK2 WT-MEK5 = 114	CRFR2-BP ag = -0.4	HCV NS3 hel inh = 5	UBC9 SUMO inh = 1	MEKK2mut PB1 HTS = 37

Other entries follow:
SMILES	MEKK3 PB1 HTS	GalR3 antagonist	CRFR2-BP antag	DNA FID counter	MEKK2 WT-MEK5	CRFR2-BP ag	HCV NS3 hel inh	UBC9 SUMO inh	MEKK2mut PB1 HTS
CCCCN(CCCC)CCCNC(=O)CN1C(=O)COc2ccc(S(=O)(=O)N3CCC(C)CC3)cc21	89	-12	-12	26	96	0.1	-63	-6	-10
COc1ccc(-c2noc(-c3cccnc3)n2)cc1OC	99	-5	0	-18	97	-2.2	9	12	-2
O=c1c2cc3c(nc2[nH]c(=S)n1-c1ccccc1)CCCC3	104	-2	-7	-5	106	0.2	2	4	8
O=C(NN=C1CCCC1)NC1CCCCC1	101	9	7	-8	104	-0.1	-1	-16	1
CCOC(=O)N1CC=C2C(C#N)=C(N)C(C#N)(C#N)[C@H](c3ccc(OCC)c(OCC)c3)[C@H]2C1	102	-1	0	-17	96	3.5	5	11	5
C[C@H](NC(=O)c1nc[nH]c1C(=O)N[C@@H](CCCCNC(=O)OC(C)(C)C)C(=O)OC(C)(C)C)C(=O)OC(C)(C)C	87	-3	21	x	85	-0.1	x	-26	2
CCS(=O)(=O)N1CCN=C1SCc1cccnc1	101	1	-6	-2	101	0.1	-2	10	3
C=CCOc1cccc(C(=O)N(C)C2CCCN(Cc3ccccc3F)C2)c1 (centres undefined)	104	-11	16	-18	105	1.6	-22	x	5
CCOc1c(Cl)cc(C(=O)NCCN2CCCCC2)cc1Cl	103	-8	0	11	111	2.5	-13	8	6
CCCCNCC1CCCO1 (centres undefined)	98	-10	4	-1	92	1.4	1	19	0
COc1ccc2c(c1)CCc1c(C(=O)N3CCc4ccccc4C3)noc1-2	114	-5	-4	-1	115	3.0	-1	4	8
Cc1cc2nc(SCCN3CCOCC3)[nH]c2cc1C	91	-4	0	0	95	-0.6	-1	-1	11
CCOc1ccc(OCCCC(=O)NCCOc2ccccc2OC)cc1	100	-4	0	-43	101	0.2	5	3	3
O=[N+]([O-])c1cc(C(F)(F)F)ccc1N1CCN(S(=O)(=O)c2ccc3c(c2)CCCC3)CC1	99	1	-7	-3	101	-1.3	-7	-12	-1
OCCC1CN(Cc2cnc(-c3ccccc3)s2)CCN1CCc1ccccc1 (centres undefined)	99	-7	4	13	112	-1.8	-13	17	9
O=C(O)CCc1nn2cc(-c3ccccc3)nc2[nH]c1=O	93	-2	1	-1	95	-0.8	1	36	1
O=S(N1CCCCCC1)C12CC3CC(CC(C3)C1)C2 (centres undefined)	105	-3	-2	-19	102	4.0	2	9	5
CC(NC(=O)Nc1ccc(Cl)cc1)C(c1cccs1)N1CCOCC1 (centres undefined)	104	x	-28	-8	103	-1.6	-1	-19	6
NC(=O)c1ccccc1OCc1nc2ccccc2s1	99	-2	-9	-9	100	1.9	2	-10	1
COc1ccc(NS(=O)(=O)c2cc(NC(=O)c3cnccn3)ccc2N2CCCC2)cc1	101	-5	-10	-7	105	-1.3	-15	-11	-2
O=C(NNS(=O)(=O)c1ccc(Br)cc1)c1cccs1	102	-3	9	11	101	-0.3	-2	2	-7
CCc1cc2c(=O)c(-c3ccc4c(c3)OCCO4)coc2cc1OS(C)(=O)=O	96	-5	-1	-15	100	1.0	-2	2	0
O=[N+]([O-])c1ccc(C2=Nn3cnnc3SC2)cc1	98	-5	-10	-2	99	-1.1	-11	0	1
O=C(Nc1ccc(Cl)cc1)OCc1cc(-c2ccccc2Cl)on1	x	-5	0	-2	x	1.8	5	2	x
Cc1ccc(NC(=O)CN(C)C(=O)CCCN2C(=O)c3ccccc3C2=O)cc1	103	14*	-12	-10	100	-5.2	-11	-4	0
COC(=O)c1oc2ccc(Br)cc2c1NC(=O)c1ccccc1	92	1	-6	-1	97	1.7	0	27	-5
COc1ccccc1S(=O)(=O)n1cc(Cc2ccccc2)c(N)n1	99	-6	-4	-17	97	0.9	20	15	5

Source: PubChem BioAssay

A portion of the library; the hit share may differ from the screen's.
